V1R ag counter: activates human V1a receptor in oxytocin agonist counter-screen. P37288. CHO-V1R cells, Fluo-8 calcium fluorescence, agonist mode; 0% DMSO, 100% 3 nM vasopressin. activation, % at 3 µM. actives 0.25% (n = 320,000). AID 2797;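 active means activation above the mean activation of all tested compounds plus 3 SD, per screening run, cut at about 20% in these data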;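 further: signal is peak over basal fluorescence ratio across a 100 second FLIPR read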
Target sequence (P37288 whole entry, looked up): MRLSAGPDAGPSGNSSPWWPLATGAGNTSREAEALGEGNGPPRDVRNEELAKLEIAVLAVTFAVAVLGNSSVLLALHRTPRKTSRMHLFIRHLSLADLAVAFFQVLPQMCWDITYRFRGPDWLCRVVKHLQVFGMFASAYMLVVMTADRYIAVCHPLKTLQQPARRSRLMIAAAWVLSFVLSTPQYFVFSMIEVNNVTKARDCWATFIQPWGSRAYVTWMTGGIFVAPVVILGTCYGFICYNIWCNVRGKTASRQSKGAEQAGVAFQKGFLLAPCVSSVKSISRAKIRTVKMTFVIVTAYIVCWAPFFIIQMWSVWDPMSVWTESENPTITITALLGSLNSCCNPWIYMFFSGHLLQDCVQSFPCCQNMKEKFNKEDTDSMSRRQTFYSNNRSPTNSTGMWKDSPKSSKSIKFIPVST
CHO-K1 Ca antag: counter-screen for M1 antagonists: effect in parental CHO-K1 cells; ATP-induced calcium, Fluo-8 fluorescence; actives 0.6% (n = 360,000); inhibition, % at 3 µM;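 active means inhibition above a per-plate cutoff, the plate's mean sample inhibition plus 3 SD, cut at about 24% in these data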;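 further: 0% = DMSO plus EC80 ATP and 100% = DMSO alone without ATP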
OXTR potentiate: potentiates the human oxytocin receptor response; P30559; CHO-OTR cells, Fluo-8 calcium fluorescence, potentiator mode; 0% = oxytocin EC15, 100% = EC100; activation, % at 3 µM; actives 0.061% (n = 320,000); AID 2445;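 active means activation above that plate's cutoff, the mean activation of tested compounds plus 3 SD, cut at about 6.6% in these data, passing the limit was not always enough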;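 further: 100% uses oxytocin at 75 nM as the full agonist control; some results filed as inactive read as strong as hits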
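Material: CHO-OTR cells, human receptor; compound dosing: single dose, 3.0 µM nominal final compound concentration; schedule: 6 min compound pre-incubation at room temperature, 100 s kinetic read; measured by: kinetic Fluo-8 calcium fluorescence; read-out basis: % activation vs EC15 and EC100 oxytocin; controls: EC15 oxytocin alone as 0%, 75 nM oxytocin as 100%; replicates: singlicate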
TAAR1 antagonist: antagonists of human TAAR1. Q96RJ0. CHO RD-HGA16 TAAR1, Fluo-8 calcium fluorescence, antagonist. inhibition, % at 3 µM. actives 1.5% (n = 360,000). AID 624466;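 active means inhibition above a per-plate cutoff, the mean inhibition of test compounds on that plate plus 3 SD, cut at about 49% in these data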;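 further: 0% = DMSO plus EC80 beta-PEA response and 100% = DMSO alone without agonist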
Target sequence (Q96RJ0 whole entry, looked up): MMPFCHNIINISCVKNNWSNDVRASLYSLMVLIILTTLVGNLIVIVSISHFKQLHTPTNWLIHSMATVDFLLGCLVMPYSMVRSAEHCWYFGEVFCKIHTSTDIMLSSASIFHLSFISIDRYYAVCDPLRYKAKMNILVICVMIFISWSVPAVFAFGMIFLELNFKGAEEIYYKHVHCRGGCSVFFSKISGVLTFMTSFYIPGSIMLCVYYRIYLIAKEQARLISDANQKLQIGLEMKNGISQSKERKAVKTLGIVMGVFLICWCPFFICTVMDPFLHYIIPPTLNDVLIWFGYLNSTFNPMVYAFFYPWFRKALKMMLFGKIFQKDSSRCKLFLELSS
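Test system: CHO RD-HGA16 cells bearing hTAAR1 | Reagent: β-PEA, EC80 | Compound dosing: 3 µM, single point | Schedule: Dye loading 75 min at 37 °C, then 30 min room temperature | Signal: Calcium fluorescence with Fluo-8 | Evaluation: Percent inhibition of PEA-evoked calcium signal, max/basal emission ratio | Control set: DMSO-only wells and EC80 β-PEA-stimulated wells | Repeats: Singlicate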
CHO parental Ca: counter-screen: ATP calcium response change in parental CHO cells; inhibition, % at 5.6 µM; parental CHO-K1, ATP-induced calcium, Fluo-8 fluorescence; actives 0.63% (n = 330,000);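 active means inhibition above that plate's mean sample inhibition plus 3 SD, cut at about 26% in these data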;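 further: 0% = ATP-challenged DMSO wells and 100% = DMSO wells without ATP; some compounds past the cut are filed as inactive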
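Test system: parental CHO cells; detection: calcium-sensitive Fluo-8 fluorescence; evaluation: percent inhibition of calcium signal; also added: ATP as calcium-mobilizing challenge; repeats: one well per compound; control set: ATP-challenged DMSO wells low, unchallenged DMSO wells high; compound: single nominal dose of 5.6 µM per compound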
CHO-K1 Ca ag: M1 agonist counterscreen hit in parental CHO-K1 cells; Fluo-8 calcium fluorescence; scaled to maximal ATP response, vehicle zero; activation, % at 3 µM; actives 0.48% (n = 360,000); AID 602248; in the data active means activation above about 15%;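 further: untransfected CHO-K1 host cells lacking M1 receptor as counterscreen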
M1 PAM parental: nonselective activator or artifact in parental CHO-K1 calcium assay; actives 0.02% (n = 360,000); ATP EC20, Fluo-8 calcium fluorescence; 0% at ATP EC20, 100% at ATP max; activation, % at 3 µM;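 active means activation above the run cutoff, the mean activation of all test compounds plus 3 SD, cut at about 40% in these data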;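 further: peak over basal fluorescence ratio in a 140 s read after ATP addition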
GPR7 antagonist: blocks human GPR7 receptor signaling; P48145; GPR7-expressing cells, fluorescence antagonist assay; inhibition, % at 4.4 µM; actives 1.1% (n = 290,000); in the data active means inhibition above about 16%, passing the limit was not always enough;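 further: cells stimulated with the agonist NPW; 0% = agonist with vehicle and 100% = vehicle without agonist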
Target sequence (P48145 whole entry, looked up): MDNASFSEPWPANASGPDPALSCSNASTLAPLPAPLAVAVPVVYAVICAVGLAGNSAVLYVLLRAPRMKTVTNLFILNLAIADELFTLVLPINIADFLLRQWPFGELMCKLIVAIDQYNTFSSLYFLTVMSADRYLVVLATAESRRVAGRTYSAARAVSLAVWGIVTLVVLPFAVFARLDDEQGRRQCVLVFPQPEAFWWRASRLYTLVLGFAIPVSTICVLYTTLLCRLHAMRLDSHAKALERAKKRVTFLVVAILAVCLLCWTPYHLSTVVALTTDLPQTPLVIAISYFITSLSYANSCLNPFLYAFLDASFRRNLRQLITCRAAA
OXTR agonist: human OXTR agonism | activation, % at 3 µM | AID 2435 | actives 0.32% (n = 320,000) | CHO-OTR cells, Fluo-8 calcium fluorescence; normalized: DMSO 0%, oxytocin 100% | P30559;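 active means activation above the mean of all tested compounds plus 3 SD, cutoff set per screening run, cut at about 20% in these data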;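 further: peak over basal fluorescence ratio from a 100 s FLIPR kinetic read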
An asterisk follows results filed as active; . = not tested or not shown. This is a random part of the collection; 3.5% or so of the library scored in one or more.

SMILES	V1R ag counter	CHO-K1 Ca antag	OXTR potentiate	TAAR1 antagonist	CHO parental Ca	CHO-K1 Ca ag	M1 PAM parental	GPR7 antagonist	OXTR agonist
Cc1ccc(S(=O)(=O)Cn2nnnc2C(CC(C)C)N2CCN(C)CC2)cc1 (stereo unspecified)	1.7	-14	1	0	-23	1.6	10	-8	2.2
Cc1c(NC(=O)c2c(NC(=O)CNC3CC3)sc3c2CCCC3)c(=O)n(-c2ccccc2)n1C	0.7	-6	-9	8	-10	-0.2	7	-8	-0.9
O=C(COC(=O)c1ccc2ncsc2c1)Nc1ccccc1Br	0.5	-11	-5	9	-23	1.5	7	.	-0.4
CCOc1cc(C2c3c(-c4ccccc4)n[nH]c3C(=O)N2c2ccc(C(=O)O)cc2)ccc1O (stereo unspecified)	0.3	-24	6	-5	-14	0.5	18	-6	0.7
Cc1nc(NC(=O)COC(=O)C2CC2C)c(Cl)cc1Cl (stereo unspecified)	0.1	-7	-3	-19	-11	-0.1	-14	.	0.5
CCOC(=O)c1c(C)oc2c1c(C(c1cccnc1)N1CCOCC1)c(O)c1ccccc12 (stereo unspecified)	-0.8	1	-7	-9	3	0.0	9	-2	-0.5
NC(=O)c1c(/N=C/c2cccs2)sc2c1CCCC2	-2.1	-3	-3	-19	-9	-0.2	1	-4	-0.1
CC(C)(C)c1nn2cnnc2n(/N=C/c2ccc(O)cc2)c1=O	1.3	-7	1	-16	8	0.6	12	-6	0.9
O=C(Nc1ccc(F)cc1)C1COc2ccccc2O1 (stereo unspecified)	0.6	-12	-11	22	-14	2.3	5	9	-1.2
O=C(O)c1ccc(C(S(=O)(=O)c2ccccc2)S(=O)(=O)c2ccccc2)cc1	.	-10	.	5	.	0.2	15	.	.
COc1cccc2cc(-c3nnc(SCC(=O)NCCc4ccccc4)n3C)oc12	0.2	-3	-7	-2	-11	0.1	14	-10	-0.2
COc1ccc(C2CCN(CC(=O)N(C)C)CC2O)cc1 (stereo unspecified)	-0.6	-7	-15	2	-2	0.0	-5	-7	-1.1
CC(C)Oc1cccc(C(=O)C2CCCN(C(=O)c3cncs3)C2)c1 (stereo unspecified)	0.9	4	-3	-3	-19	0.5	-4	2	2.0
CC(C)CC(C(=O)OCC(=O)Nc1ncc(Cl)cc1Cl)N1C(=O)c2ccccc2C1=O (stereo unspecified)	-0.2	1	-2	3	-18	4.3	14	-7	-2.2
O=c1c2ccc(Cl)cc2nc(-c2ccc([N+](=O)[O-])cc2)n1O	-0.8	1	-8	0	-8	-0.5	-7	-8	-0.1
CN1CCC(N(C)C(=O)CCc2nc3ccccc3c(=O)[nH]2)CC1	0.0	-27	-4	0	2	0.3	22	-1	0.4
NC(=O)CSc1nc(N)c2c3c(sc2n1)CCCCC3	3.0	-1	-11	-3	-4	1.0	10	5	4.2
O=S1(=O)CCC(=Nc2ccc(Cl)cc2)c2ccsc21	-0.4	5	2	10	0	-0.1	-11	-4	1.2
CCCCNC(=O)Nc1c(C(=O)OCC)[nH]c2ccccc12	0.1	-1	-7	-21	-3	0.4	12	-4	-0.3
Cc1ccc(NC(=O)COC(=O)C2COc3ccccc3O2)cc1S(=O)(=O)N1CCOCC1 (stereo unspecified)	1.7	2	-3	2	-6	0.9	-8	-8	2.5

Structures above containing an aryl thioether with sulfur outside any ring, in the order listed:
SMILES	V1R ag counter	CHO-K1 Ca antag	OXTR potentiate	TAAR1 antagonist	CHO parental Ca	CHO-K1 Ca ag	M1 PAM parental	GPR7 antagonist	OXTR agonist
COc1cccc2cc(-c3nnc(SCC(=O)NCCc4ccccc4)n3C)oc12	0.2	-3	-7	-2	-11	0.1	14	-10	-0.2
NC(=O)CSc1nc(N)c2c3c(sc2n1)CCCCC3	3.0	-1	-11	-3	-4	1.0	10	5	4.2

Following part:
SMILES	V1R ag counter	CHO-K1 Ca antag	OXTR potentiate	TAAR1 antagonist	CHO parental Ca	CHO-K1 Ca ag	M1 PAM parental	GPR7 antagonist	OXTR agonist
COc1ccc(-c2[nH]ncc2/C=C(/C#N)C(=O)NC2CCCCCC2)cc1	-1.3	6	-10	22	-3	-0.5	-5	2	-0.6
CCOC(=O)c1ccc(NC(=O)COc2cc3oc(=O)c(CC(C)O)c(C)c3cc2Cl)cc1 (stereo unspecified)	3.5	-18	-4	-8	-13	1.9	21	-11	5.8
COc1ccc(C)cc1NC(=O)C12CCC(C)(C(=O)O1)C2(C)C (stereo unspecified)	-0.9	-2	-12	-12	-16	0.0	0	-6	9.0
COCCCN(C(=O)c1ccc2ccccc2n1)c1c(N)n(Cc2ccccc2)c(=O)[nH]c1=O	0.2	-11	-2	-29	-26	0.1	0	.	0.2
CC12CN(C(=O)c3ccccc3Br)CC(C)(CN(C(=O)c3ccccc3Br)C1)C2=O	-0.3	-13	-3	-31	13	0.3	14	-14	-0.4
Cc1ccc(Cn2cccc(NC(=O)CCC3CCCC3)c2=O)cc1	0.0	4	-16	-56	-36	-0.7	-20	6	-2.1
CCN(C(=O)COC(=O)c1ccc(C=O)cc1)c1c(N)n(Cc2ccccc2)c(=O)[nH]c1=O	0.5	-9	-3	-2	0	0.1	-4	.	0.7
COc1ccc(N2C(=O)CC(Sc3nc4ccccc4s3)C2=O)cc1 (stereo unspecified)	0.1	7	-11	9	-5	3.0	2	0	-1.0
CCn1c(CC(=O)Nc2ccccc2C)nnc1SCC(=O)NC1=NCCS1	0.7	-18	-5	8	-14	0.3	11	-10	0.1
Cc1ccnc(N2CCC(C(=O)NNC(=O)c3ccncc3)CC2)n1	-0.5	-14	-4	6	-7	0.0	-6	-8	0.5
O=c1[nH]c(CSc2nnc(NCCCN3CCOCC3)s2)nc2cc(Cl)ccc12	0.8	13	0	4	-10	-0.1	0	8	0.2
O=C(NCCCc1ccccc1)C1CC(=O)N(c2ccc3c(c2)OCCO3)C1 (stereo unspecified)	-0.8	-21	-7	3	-19	0.3	18	-14	-1.9
COCCNc1nnc(SCC(=O)NC(=O)c2ccc(Cl)cc2)s1	.	9	.	-45	.	-0.8	-8	.	.
c1ccc(-n2ncc3c(NCC4CCCO4)ncnc32)cc1 (stereo unspecified)	1.2	-4	-6	9	6	1.8	7	-1	-0.4
O=C(CCCC(=O)N(CC(=O)NC1CCCC1)c1ccc(F)c(Cl)c1)Nc1ccccn1	-0.1	-21	-6	-33	-19	0.8	0	-5	-0.6
O=C1N(c2ccc(Cl)cc2)C(c2ccc(Cl)cc2)N2CCCN12 (stereo unspecified)	-1.4	-10	3	-3	-15	1.4	21	-2	-2.6
Cc1c(C(C)(C(=O)O)c2c(C)n(C)c3ccccc23)c2ccccc2n1C	0.7	.	-24	-21	-11	.	.	3	-0.6
CCc1nc2oc3ccccc3c(=O)c2c(=O)n1-c1ccccc1	-0.4	21	1	-8	-14	-0.3	6	5	-1.5
COc1cc2ccc(CC(=O)O)cc2cc1OC	.	-15	.	-19	.	0.3	5	.	.
Cn1c(N)c(C(=O)COC(=O)c2cccnc2Cl)c(=O)n(C)c1=O	0.1	-12	-20	25	-6	1.2	18	-8	-1.3
COc1ccccc1NC(=O)C1CCOC1=O (stereo unspecified)	0.1	-7	1	-17	-7	0.8	15	.	0.4
CCCC(=O)NNC(=O)c1ccoc1C	-1.0	2	0	5	3	0.1	9	-8	-1.2
COc1ccc(S(=O)(=O)N2CCN(c3nc(-c4cccnc4)nc4ccccc34)CC2)cc1	2.9	-9	-4	37	-27	2.2	16	.	-0.4
CCOC(=O)C1CCN(C(=O)CN2C(=O)c3cccnc3Oc3ccc(C)cc32)CC1	2.2	-1	-1	2	-10	7.3	15	-9	-0.2
Cc1c(NS(=O)(=O)c2cccc(C(=O)NCc3ccccc3)c2)c(=O)n(-c2ccccc2)n1C	-0.6	-1	-4	-1	-25	-0.2	7	7	0.1
Cc1ccc2c(c1)C1CN(C)CCC1N2S(=O)(=O)c1ccccc1F (stereo unspecified)	2.2	2	-4	-17	-8	0.8	-18	.	2.1
O=C(Nc1ccccc1Cl)c1cccc(NC(=O)c2cccs2)c1	.	-8	.	-16	.	5.6	10	-12	.
COC(=O)c1c(NC(=O)c2ccnn2C)sc(C)c1C	1.4	-3	-5	7	-12	0.4	15	-2	0.1
COc1nnc(-c2ccc(C)c(S(=O)(=O)NC(C)C)c2)c2ccccc12	0.6	-13	-6	-23	-20	3.0	5	-9	-1.7
O=C(CSc1ccc(Cl)cc1)Nn1cnnc1	0.3	-13	-14	7	9	-0.5	-5	-1	1.6
COc1ccccc1CNC(=O)c1cnc2sccn2c1=O	0.8	7	-3	-14	-11	0.1	-12	.	0.0
COc1ccc(-n2nnnc2SC(C)C(=O)NC2CCCC2)cc1 (stereo unspecified)	0.6	-5	-5	4	-16	0.5	0	.	1.5
CC12CCC(C(=O)N(CSC(=S)N/N=C\c3ccccc3O)C1=O)C2(C)C (stereo unspecified)	0.0	-7	-10	-15	-22	0.1	6	-19	-1.3
O=C(OC1CCN(c2ncc(C(F)(F)F)cc2Cl)CC1)c1ccccc1	0.4	-19	7	15	-3	0.4	23	2	-0.1
N#CC1=C(N)N=C(SCc2cccc3ccccc23)C(C(N)=O)C12CCCCC2 (stereo unspecified)	0.6	-7	-20	20	-12	0.2	11	0	8.4
Nc1nc2c(nc(Br)n2[C@@H]2O[C@@H]3COP(=O)(O)O[C@H]3[C@H]2O)c(=O)[nH]1	0.3	10	5	-8	-3	-0.2	0	.	0.9
Cc1ccccc1NC(=O)NCCCN1CCN(C2CCCCC2)CC1	-0.4	-4	-9	-15	-3	-0.2	15	-7	-0.3
COc1ccccc1CN1CC(C(=O)NCCc2ccccc2Cl)CCC1=O (stereo unspecified)	0.5	-4	-1	-16	-9	0.1	25	6	0.1
Cc1cc(C)n2nc(SCn3nnc4ccccc4c3=O)nc2n1	-0.1	-16	-5	0	-14	0.3	5	4	-0.8
Cc1nn(S(=O)(=O)N2CCCCC2)c(C)c1Br	-1.0	1	2	-4	-5	0.1	14	-12	-2.5
O=C(c1ccc2oc(CCc3ccccc3)nc2c1)N1CC[C@H](O)C1	0.8	-8	-6	-20	-10	0.7	15	3	0.0
COc1cc(OC)cc(-c2nc3ccccc3c(=O)n2OC(=O)c2ccc(Br)cc2)c1	-0.3	18	0	-8	-3	-0.8	-7	2	-0.6
COc1ccc(CSc2nnc(NC(C)=O)s2)cc1[N+](=O)[O-]	.	-4	.	4	.	-0.2	17	-4	.
O=C(OCC(=O)N1CCCC1)c1cc2c(cc1[N+](=O)[O-])OCCO2	0.0	0	-1	-4	-13	-0.2	-7	.	0.5
